Screening data deposited in PubChem BioAssay by several laboratories.
SARS 3CLpro inh: SARS-CoV 3CLpro protease inhibition; P0C6X7; recombinant SARS-CoV 3CLpro, quenched FRET peptide cleavage; inhibition, % at 6 µM; hit rate 0.14% among 290,000; AID 1706; in the data active = inhibition above about 12%
DUSP3 inh: inhibitors of human VHR1 phosphatase (DUSP3); P51452; recombinant VHR phosphatase, pNPP absorbance; inhibition, % at 13.3 µM; hit rate 0.52% among 290,000; AID 1654; in the data active = inhibition above about 50%; note: some compounds called inactive have numbers as strong as hits
Target sequence (P51452 whole entry, looked up): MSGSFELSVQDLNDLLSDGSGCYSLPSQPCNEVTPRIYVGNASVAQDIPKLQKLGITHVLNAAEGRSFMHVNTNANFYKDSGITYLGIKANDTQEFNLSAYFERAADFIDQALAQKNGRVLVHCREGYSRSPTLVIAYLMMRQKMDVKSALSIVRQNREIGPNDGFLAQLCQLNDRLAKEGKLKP
SSB-PriA inh: K. pneumoniae PriA-SSBct interaction inhibition. AlphaScreen SSBct-PriA binding, biotinylated peptide. inhibition, % at 33 µM. hit rate 0.6% among 430,000. AID 1272365; in the data active = inhibition mostly above about 37%, no sharp cut-off; inactive = mostly below about 20%;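 note: plate controls were negative control peptide for no effect and reference peptide for full effect; strong numbers were not always called active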
TcdB GH inh: TcdB glycohydrolase inhibition | TcdB glycohydrolase enzymatic assay, plate reader | inhibition, % at 9.99 µM | hit rate 0.24% among 350,000 | AID 652162; in the data active = inhibition above about 10%
PfHsp40 yeast: restores yeast growth despite PfHsp40 toxicity. growth rescue, % at 12.5 µM. S. cerevisiae expressing PfHsp40, growth rescue, ATP luminescence. hit rate 0.68% among 340,000; in the data active = growth rescue above about 28%, passing the limit was not always enough; inconclusive = no clear call, values can overlap the other calls;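 note: yeast W303a lacking pdr1 and pdr3 grown in galactose medium; growth measured after three days at 30 °C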
BoNT-A LC inh2: BoNT A light chain protease inhibition; multiplex microsphere protease substrate cleavage, flow cytometry; inhibition, % at 10 µM; hit rate 0.17% among 360,000; AID 588499; note: plate controls were buffer without enzyme for full effect and enzyme alone for no effect
Y pestis TopoI: inhibitors of Yersinia pestis topoisomerase I; Y. pestis Topo-I cleavage product accumulation, plate reader; activity, % at 10 µM; hit rate 0.064% among 360,000; AID 504884; in the data active = activity above about 50%, passing the limit was not always enough; inconclusive = no clear call, values can overlap the other calls; note: inactives centre near 2
Vc quorum ag: quorum light induction in luxS cqsA deficient V. cholerae. activation, % at 18.7 µM. AID 588436. hit rate 0.16% among 350,000. V. cholerae BH1578 lux reporter, luminescence, 6 h; in the data active = activation mostly above about 9.7%, no sharp cut-off; inconclusive = no clear call, values can overlap the other calls; inactive = mostly below about 3.7%; note: not every result past the cut was called active; inactives centre near 0; reference of the scale not given here
Anthrax LF prot: inhibitors of Bacillus anthracis lethal factor protease; P15917; multiplex microsphere protease cleavage assay, LF; inhibition, % at 10 µM; hit rate 0.12% among 360,000; note: plate controls were buffer without enzyme for full effect and enzyme alone for no effect
Target sequence (P15917 whole entry, looked up): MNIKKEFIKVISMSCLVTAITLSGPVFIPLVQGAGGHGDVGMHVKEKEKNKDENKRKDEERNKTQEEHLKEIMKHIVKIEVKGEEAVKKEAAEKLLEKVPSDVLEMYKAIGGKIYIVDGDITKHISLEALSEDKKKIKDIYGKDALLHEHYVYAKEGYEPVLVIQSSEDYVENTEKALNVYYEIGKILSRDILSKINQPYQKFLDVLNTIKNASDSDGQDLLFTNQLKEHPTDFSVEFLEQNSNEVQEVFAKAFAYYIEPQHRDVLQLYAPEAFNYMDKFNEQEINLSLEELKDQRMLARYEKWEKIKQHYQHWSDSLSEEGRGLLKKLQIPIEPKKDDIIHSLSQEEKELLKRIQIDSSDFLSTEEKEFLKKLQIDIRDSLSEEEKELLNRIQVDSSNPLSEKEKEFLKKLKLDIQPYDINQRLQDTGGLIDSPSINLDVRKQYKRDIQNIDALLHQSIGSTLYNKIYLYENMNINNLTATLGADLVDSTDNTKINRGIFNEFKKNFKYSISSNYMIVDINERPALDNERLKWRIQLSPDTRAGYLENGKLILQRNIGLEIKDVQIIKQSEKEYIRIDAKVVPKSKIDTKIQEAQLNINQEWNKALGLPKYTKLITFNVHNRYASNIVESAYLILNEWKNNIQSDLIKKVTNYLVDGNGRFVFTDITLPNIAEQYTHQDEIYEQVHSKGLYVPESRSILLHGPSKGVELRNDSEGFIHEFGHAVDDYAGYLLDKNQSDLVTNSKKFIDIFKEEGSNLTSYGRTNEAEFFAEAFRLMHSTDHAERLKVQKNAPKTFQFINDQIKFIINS
CCHFV vOTU inh: CCHFV vOTU protease inhibition; Pep-AMC fluorescence; inhibition, % at 11.5 µM; hit rate 0.55% among 370,000; AID 651958; in the data active = inhibition above about 30%; note: 0% = vehicle wells with enzyme and 100% = no enzyme wells
An asterisk follows results filed as active; i = inactive; ? = inconclusive; · = no result given. Cut-off read from the data, not from the text of the source, unless noted: active = inhibition above about 30%; inconclusive = no clear call, values can overlap the other calls; inactive = below that.

No. | SMILES | SARS 3CLpro inh | DUSP3 inh | SSB-PriA inh | TcdB GH inh | PfHsp40 yeast | BoNT-A LC inh2 | Y pestis TopoI | Vc quorum ag | Anthrax LF prot | CCHFV vOTU inh
1 | N#Cc1c(-c2ccccc2)ccn(Cc2cccc(Cl)c2)c1=O | 1 | 23 | -14 | · | 8.5 | 0.0 | -3 | 0.0 | -5 | 16
2 | O=C1OC(NCc2cccnc2)(c2ccc(Cl)cc2)c2ccccc21 (stereo unspecified) | 6 | 26 | -1 | 0.2 | -1.0 | 0.1 | 2 | -2.8 | -2 | -14
3 | O=C1Cc2c(-c3ccccc3)cc(-c3cccc(Cl)c3)nc2-c2ccccc2N1 | · | · | -13 | 0.6 | 0.0 | 0.2 | 3 | · | 0 | 2
4 | COc1ccc(C2CCCN2C(=O)Nc2ccc(F)cc2)cc1OC (stereo unspecified) | 3 | -4 | -9 | 1.4 | 0.0 | -0.5 | 3 | -0.3 | -2 | -5
5 | CN(C)c1ccc(CNC2CC(C)(C)NC(C)(C)C2)cc1 | -5 | 28 | -2 | · | -0.2 | -1.8 | 3 | i | 2 | -3
6 | Cc1ccc(NC(=O)C(C)[n+]2ccccc2)cc1[N+](=O)[O-] (stereo unspecified) | -2 | -2 | 6 | 0.9 | -0.7 | 0.6 | -2 | -0.6 | -2 | -2
7 | COc1ccc(Cn2c(-c3ccco3)nc3c(c(=O)c4ccccc4n3C)c2=O)cc1 | -6 | -8 | -6 | 1.2 | -0.2 | -2.9 | 11 | -0.8 | 4 | 1
8 | O=C1C=C(c2cccs2)C[C@H](c2ccccc2)[C@H]1n1nnc([N+](=O)[O-])n1 | 0 | -2 | 28 | · | 1.0 | 0.4 | -8 | i | 1 | 5
9 | O=S(=O)(c1ccc2nc(N3CCN(c4ccccc4)CC3)ccc2c1)N1CCCCC1 | 1 | 1 | 27 | 1.7 | 0.6 | -1.3 | -2 | i | -5 | 9
10 | Cc1ccccc1NC(=O)N1CCCC1C(=O)NCc1cccs1 (stereo unspecified) | 0 | 4 | 5 | · | -0.5 | 0.5 | -1 | -1.0 | -4 | -1

Next part
No. | SMILES | SARS 3CLpro inh | DUSP3 inh | SSB-PriA inh | TcdB GH inh | PfHsp40 yeast | BoNT-A LC inh2 | Y pestis TopoI | Vc quorum ag | Anthrax LF prot | CCHFV vOTU inh
11 | Nc1cccc(-c2cn(-c3cc4cc(C#CC5(O)CCCCC5)ccc4oc3=O)nn2)c1 | · | · | 9 | 0.9 | 0.0 | 0.3 | 2 | i | -9 | 4
12 | CN1CCN(C(=O)c2ccc(N(Cc3ccccc3Cl)S(C)(=O)=O)cc2)CC1 | -5 | 0 | -2 | · | 1.4 | -0.4 | 1 | -3.6 | 1 | 13
13 | CCc1ccccc1OCC(=O)N(CC)CC(=O)NCc1ccc(F)cc1 | 0 | 13 | -10 | 1.3 | 0.8 | 0.3 | 5 | 0.7 | 0 | 13
14 | COCC(C)NCc1ccccc1C (stereo unspecified) | 2 | 22 | -29 | · | -0.5 | 0.2 | 3 | -0.7 | -1 | 9
15 | COc1cccc(-c2cnc(C(O)c3ccc(C(C)(C)C)cc3)[nH]2)c1 (stereo unspecified) | · | · | · | · | · | -0.6 | 0 | i | -5 | ·
16 | CS(=O)(=O)c1cnc(-c2cccnc2)nc1N | -7 | 12 | -15 | 1.7 | 0.0 | -1.0 | -1 | i | 7 | 8
17 | CC12CCC(C(=O)Nc3cccc(NC(=O)C45CCC(C)(C(=O)O4)C5(C)C)n3)(OC1=O)C2(C)C | -9 | 0 | -3 | · | 0.0 | -0.3 | 9 | -1.3 | 2 | 10
18 | COc1ccccc1C(=O)N/C(=C/c1ccccc1)C(=O)NC(CCSC)C(=O)O (stereo unspecified) | 1 | 26 | -4 | -0.4 | -0.6 | -0.9 | 8 | -0.4 | -3 | -1
19 | O=C(Nc1cccc(O)c1)c1ccccc1[N+](=O)[O-] | 7 | 13 | -3 | 3.5 | -0.9 | 0.1 | 1 | i | 2 | 5
20 | CCOC(=O)C1C(c2ccc(OC)cc2)N(C)OC1(O)C(F)(F)F (stereo unspecified) | -1 | 13 | -14 | 0.2 | · | -0.8 | 0 | -0.4 | -9 | 4

21	COc1ccc(C2=CSC3=NCCN23)cc1
22	CCC(C(=O)N1CCN(c2cccc(Cl)c2)CC1)c1ccccc1 (stereo unspecified)
23	Cc1nn(-c2ccccc2)c(Cl)c1/C=N/Nc1nncc(=O)[nH]1
24	O=C(Nc1ccc(F)cc1)c1cccc(C(=O)Nc2ccc(F)cc2)c1
25	COc1ccc(CNC(=O)c2c(O)c3ccccc3n(C)c2=O)cc1
26	Cc1cc(=O)oc2c(C)c(OCC(=O)N3CCC(C(=O)O)(c4ccccc4)CC3)ccc12
27	C/C(CC(=O)Nc1ccc(C)c(Cl)c1)=N\NC(=O)c1ccncc1
28	COc1cccc(Cn2cnc3c(NS(=O)(=O)c4ccc(Cl)cc4)c(C)c(C)cc32)c1

compound no.	21	22	23	24	25	26	27	28
SARS 3CLpro inh	0	0	-6	0	1	-2	0	-1
DUSP3 inh	·	13	17	13	16	12	12	-5
SSB-PriA inh	-10	-18	·	1	-3	-4	·	-1
TcdB GH inh	0.3	·	0.3	0.2	4.4	-4.1	-1.1	·
PfHsp40 yeast	·	4.1	0.6	0.0	-1.4	-0.8	1.4	0.7
BoNT-A LC inh2	1.2	1.2	-1.1	-1.7	2.2	0.3	0.3	2.4
Y pestis TopoI	3	24	7	-6	-2	10	-10	4
Vc quorum ag	-0.9	5.6	-0.2	i	1.5	-0.5	-0.6	-0.5
Anthrax LF prot	6	-1	-5	5	4	11	0	4
CCHFV vOTU inh	-6	8	-3	20	1	-3	-5	-2

3 entries from above in another layout:
27. C/C(CC(=O)Nc1ccc(C)c(Cl)c1)=N\NC(=O)c1ccncc1
- SARS 3CLpro inh = 0
- DUSP3 inh = 12
- SSB-PriA inh = ·
- TcdB GH inh = -1.1
- PfHsp40 yeast = 1.4
- BoNT-A LC inh2 = 0.3
- Y pestis TopoI = -10
- Vc quorum ag = -0.6
- Anthrax LF prot = 0
- CCHFV vOTU inh = -5

21. COc1ccc(C2=CSC3=NCCN23)cc1
- SARS 3CLpro inh = 0
- DUSP3 inh = ·
- SSB-PriA inh = -10
- TcdB GH inh = 0.3
- PfHsp40 yeast = ·
- BoNT-A LC inh2 = 1.2
- Y pestis TopoI = 3
- Vc quorum ag = -0.9
- Anthrax LF prot = 6
- CCHFV vOTU inh = -6

22. CCC(C(=O)N1CCN(c2cccc(Cl)c2)CC1)c1ccccc1 (stereo unspecified)
- SARS 3CLpro inh = 0
- DUSP3 inh = 13
- SSB-PriA inh = -18
- TcdB GH inh = ·
- PfHsp40 yeast = 4.1
- BoNT-A LC inh2 = 1.2
- Y pestis TopoI = 24
- Vc quorum ag = 5.6
- Anthrax LF prot = -1
- CCHFV vOTU inh = 8

The list continues.
29	CCC(CCC(=O)Nc1cccc(C(=O)O)c1)C(=O)O (stereo unspecified)
30	O=C(O)CCCC(=O)Nc1ccc(Cl)cc1
31	O=C(C[n+]1cc(-c2ccc(F)cc2)n2c1CCC2)Nc1nc(-c2ccc(F)cc2)cs1
32	O=C(Nc1cccc2cccnc12)C1CCCC1
33	CS(=O)(=O)c1ccc(Cl)c(NC(=O)CNC(=O)c2ccc3c(c2)OCO3)c1
34	Cc1ccc(OCC(=O)NNC(=O)c2cccnc2)cc1
35	CCc1ccc(-c2cc3c(=O)n(CC(=O)NCc4ccccc4F)ncn3n2)cc1
36	CCCCC(c1nnnn1C1CCCC1)N1CCN(C2CCCCC2)CC1 (stereo unspecified)

compound no.	29	30	31	32	33	34	35	36
SARS 3CLpro inh	-3	5	9	-3	·	4	-5	-3
DUSP3 inh	4	34	18	-5	·	31	27	-27
SSB-PriA inh	1	-16	10	-19	-6	-15	-5	-5
TcdB GH inh	·	0.1	·	1.5	0.1	·	0.6	·
PfHsp40 yeast	-0.3	0.1	0.7	-1.0	-0.5	-1.1	-0.1	0.4
BoNT-A LC inh2	0.3	1.4	0.7	0.1	0.3	-1.6	2.0	-0.7
Y pestis TopoI	3	-6	16	11	-8	6	5	6
Vc quorum ag	17*	-0.2	-0.3	-0.8	i	-3.8	-0.2	-0.5
Anthrax LF prot	-4	0	-1	-2	-6	-5	-1	-2
CCHFV vOTU inh	0	1	-4	6	-1	-15	7	10

37	C#CCOCCOCCOCCNc1nc(N2CCN(C(=O)[C@H](CCC(=O)O)n3cc(C(N)Cc4ccc(O)cc4)nn3)CC2)nc(N2CCN(C(=O)[C@H](Cc3cc4ccccc4[nH]3)n3cc(C(N)[C@H](C)CC)nn3)CC2)n1 (stereo partly specified)
38	O=C(NC(c1ccccc1)c1cnccn1)C1CCN(Cc2ccc(Cl)c(Cl)c2)CC1 (stereo unspecified)
39	C(=C\c1ccccc1)/CN1CCN(C(c2ccccc2)c2nnnn2Cc2ccccc2)CC1 (stereo unspecified)
40	C=CCn1c(C)cc(C(=O)COC(=O)/C=C/c2c(C)nn(C3CCS(=O)(=O)C3)c2Cl)c1C (stereo unspecified)
41	O=C(NCc1ccco1)c1cc(-c2ccncc2)nc2ccccc12
42	Cc1cccc(N=C2NC(=O)CS2)c1C
43	COc1cc(C(=O)Sc2ccc(Cl)cc2)cc(OC)c1OC
44	CC1(C)N=C(N)NC(Nc2ccc(Cl)cc2)=N1

compound no.	37	38	39	40	41	42	43	44
SARS 3CLpro inh	-2	·	·	·	-1	-1	-1	·
DUSP3 inh	21	·	·	·	8	31	17	·
SSB-PriA inh	8	·	·	-5	-6	-12	-9	-3
TcdB GH inh	·	0.4	-0.7	3.1	·	2.4	·	1.5
PfHsp40 yeast	0.7	·	·	-0.2	0.0	-0.3	-0.4	0.6
BoNT-A LC inh2	0.6	0.4	-0.4	?	0.0	-0.6	-0.5	-0.6
Y pestis TopoI	1	5	·	35	3	7	27	-3
Vc quorum ag	-0.4	-1.2	·	-0.4	-0.4	-1.6	0.5	1.2
Anthrax LF prot	-11	6	4	?	0	-4	-3	0
CCHFV vOTU inh	·	-4	25	0	-4	-4	-6	-8

45	CS(=O)(=O)c1ccc(Cl)c(NC(=O)Cc2ccccc2F)c1
46	CN(N=Nc1cccc([N+](=O)[O-])c1)c1ccccc1
47	CC(=O)Nc1ccc(/C(C)=N/Nc2nc(N3CCOCC3)nc(N3CCOCC3)n2)cc1
48	COc1ccc(NC(=O)COc2ccccc2Cl)cc1S(=O)(=O)N1CCCCC1
49	O=Cc1ccc(C(=O)O)cc1
50	Cc1cccnc1NC(=O)CSc1nnc(Cc2ccccc2)o1
51	O=C(NC1CCCCC1)C(c1ccccc1)N(Cc1ccc2c(c1)OCO2)C(=O)c1cnsn1 (stereo unspecified)
52	O=C(N/N=C/c1cccs1)c1ccc2nc[nH]c2c1
53	CCc1ccc[n+](-c2[nH]c(=O)sc2/C=N/N=C(\[O-])c2cccnc2)c1

compound no.	45	46	47	48	49	50	51	52	53
SARS 3CLpro inh	-2	-3	-4	·	·	1	-3	0	-3
DUSP3 inh	22	10	4	·	·	18	9	8	43
SSB-PriA inh	-9	-4	·	-10	-15	-15	-5	·	·
TcdB GH inh	-0.6	0.0	0.9	1.3	0.5	·	·	0.4	0.7
PfHsp40 yeast	-0.9	5.8	-0.1	0.4	-0.3	-1.4	2.2	-0.9	-1.0
BoNT-A LC inh2	0.2	-1.3	-0.3	1.6	-0.6	0.1	0.8	-1.2	1.9
Y pestis TopoI	4	2	-10	-12	0	14	11	5	-6
Vc quorum ag	-0.3	i	i	-0.3	-0.3	1.7	-4.8	1.7	-0.2
Anthrax LF prot	-1	2	-7	-3	2	-2	0	-1	3
CCHFV vOTU inh	9	11	-12	10	-4	13	5	-6	13

This is a subset; the hit share may differ from the screen's.
